# tim23-1 inh: growth inhibitors of tim23-1 mutant yeast, primary screen, luminescence, uHTS; S. cerevisiae tim23-1 growth, BacTiter-Glo luminescence, 24 h; inhibition, % at 20 µM; 1.3% of 330,000 active;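 active = growth inhibition of the mutant yeast at or above 50%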;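 also: temperature-sensitive mutant grown at 25 °C; plate controls were DMSO-treated mutant yeast for no effect and medium wells lacking yeast for full effect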
# Mdm2-MdmX inh: inhibitors of human Mdm2-MdmX association, primary screen, cell-based, luminescence, split luciferase, SaOS-2, uHTS. inhibition, % at 8 µM. 3% of 330,000 active. SaOS-2 split-luciferase Mdm2/MdmX complementation;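 active = inhibition of at least 50% at 8 µM in the primary screen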
# XBP1 UPR activ: activators of adaptive XBP1 UPR arm, primary screen, cell-based, CHO-XBP1 luciferase reporter, luminescence, uHTS | IRE1-XBP1 UPR activation; percent of tunicamycin response, DMSO as zero | 0.33% of 330,000 active | activation, % at 20 µM | AID 463104, 2010;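 active = versus positive control, 20 µM dose yields 30% or more activation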;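 also: 100% = tunicamycin at 10 µg/mL and 0% = DMSO only wells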
#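 incubation = overnight seeding at 37 °C, 6 h compound treatment at 37 °C | assay system = CHO-XBP1 cells stably carrying IRE1-XBP1-driven luciferase reporter | input = 1000 cells per well | detection = luciferase luminescence | dosing = single point, 20 µM final compound, 1% DMSO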
# UPR CHOP act: activators of apoptotic CHOP UPR arm, primary screen, cell-based, CHO-CHOP luciferase reporter, luminescence, uHTS; UPR activation; percent of tunicamycin response over DMSO baseline; activation, % at 10 µM; 0.34% of 330,000 active;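 active = at 10 µM dose, activation of 40% or more, normalized to positive control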;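 also: 100% = tunicamycin at 10 µg/mL and 0% = DMSO alone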
#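 measured by = luciferase luminescence | assay system = CHO-CHOP cells, stable luciferase reporter of PERK-eIF2a-CHOP signalling | amount = 500 reporter cells seeded per well | timing = 6 h compound exposure at 37 °C after overnight seeding | controls = positive tunicamycin 10 µg/mL, negative DMSO alone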
# Jurkat NFkB inh: inhibitors of induced NF-kB luciferase reporter, primary screen, TCR NF-kB activation inhibitor project, cell-based, luminescence, uHTS. Jurkat, PMA/ionomycin-induced NF-kB luciferase reporter. inhibition, % at 4 µM. 0.53% of 330,000 active. AID 435003, 2010; in the data active = inhibition above about 50%
# APJ ag: agonists of human apelin receptor APJ, primary screen, CHO-K1 cells, PathHunter beta-arrestin, luminescence. 0% DMSO wells, 100% apelin. activation, % at 20 µM. 0.11% of 330,000 active. AID 2520, 2010. P35414;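 active = activation more than six SD over the plate average, tested at 20 µM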;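 also: 0% = DMSO alone and 100% = apelin-13 at 10 nM; some results filed as inactive read as strong as hits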
# Target sequence (P35414 whole entry, looked up): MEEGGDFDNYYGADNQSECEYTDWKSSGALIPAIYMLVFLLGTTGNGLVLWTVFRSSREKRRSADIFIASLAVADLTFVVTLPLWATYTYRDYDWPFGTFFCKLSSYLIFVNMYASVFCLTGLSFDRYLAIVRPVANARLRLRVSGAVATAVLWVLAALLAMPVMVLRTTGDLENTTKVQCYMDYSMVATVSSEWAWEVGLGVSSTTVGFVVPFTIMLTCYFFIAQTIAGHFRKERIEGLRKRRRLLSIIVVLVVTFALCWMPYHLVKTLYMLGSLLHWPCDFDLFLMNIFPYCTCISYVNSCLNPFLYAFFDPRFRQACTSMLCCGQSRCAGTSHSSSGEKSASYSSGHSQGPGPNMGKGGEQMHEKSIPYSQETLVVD
#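 Material: engineered CHO-K1 APJ arrestin reporter cells; amount: 1000 CHO-K1 reporter cells seeded per well; incubation: compound stimulation 90 min at 25 °C, detection 60 min; signal: luminescent beta-gal fragment complementation, chemiluminescent substrate; read-out basis: APJ agonist activity; controls: DMSO-only wells as negative, 10 nM Apelin-13 as positive control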
# 697 NFkB inh: inhibitors of PMA/ionomycin-induced NF-kB reporter, 697 cells, primary screen, B-cell NF-kB inhibitor project, cell-based, luminescence, uHTS | 697 B-cell NF-kB luciferase reporter, 16 h | inhibition, % at 4 µM | 0.33% of 330,000 active | AID 435022, 2010; in the data active = inhibition above about 35%
# APJ antag: antagonists of human apelin receptor APJ, primary screen, CHO-K1 cells, beta-arrestin complementation, luminescence. 0.32% of 330,000 active. inhibition, % at 20 µM;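 active = inhibition above about 40% at 20 µM, limit read from the data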;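 also: cells challenged with 10 nM apelin-13 agonist together with compound; plate controls were apelin-13 plus DMSO wells for no effect and DMSO wells lacking apelin-13 for full effect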
# The depositor's hits bear a star.
SMILES,tim23-1 inh,Mdm2-MdmX inh,XBP1 UPR activ,UPR CHOP act,Jurkat NFkB inh,APJ ag,697 NFkB inh,APJ antag
O=C(O)CN1C(=O)c2cccc(Oc3ccc(Cl)cc3)c2C1=O,9.2,0.1,-2.5,0.9,-13.2,-1.9,-3.1,-4.2
CCOC(=O)c1cnc2c(CC)cccc2c1NCCN1CCOCC1,22.0,12.9,-3.0,-1.3,7.6,-1.9,-7.4,23.3
CNC(=O)c1c(Cl)cnn1-c1ccc(F)cc1,10.1,-13.5,-3.8,2.6,-18.2,-1.9,-3.7,8.7
COc1cc(S(=O)(=O)N2CCOCC2)ccc1NC(=O)CN1c2cccc3cccc(c23)S1(=O)=O,11.0,16.3,-0.6,-0.1,7.0,1.0,17.4,-31.9
COc1ccc(-c2nn(Cc3ccccc3)cc2C(=O)N2CCN(c3ccccn3)CC2)cc1OC,-3.3,23.2,-2.1,-0.4,0.3,-3.4,3.0,-0.4
COc1ccc(S(=O)(=O)N2CCC(C(=O)NCCc3c[nH]c4ccccc34)CC2)cc1,5.4,10.8,2.1,0.5,8.2,-1.3,5.6,1.2
Cc1nnc2n1N=C(c1ccc3c(c1)NC(=O)CO3)CS2,32.0,-2.4,-2.6,1.4,-6.3,-3.7,-25.6,5.4
Fc1ccc(-c2nnc(SCc3cccnc3)o2)cc1,2.1,-6.0,1.7,5.2,-26.1,-1.8,-23.1,-0.6
CON(C)c1nc(OCCNC(=O)COc2ccc(Cl)cc2C)nc(N(C)C)n1,25.8,-9.2,-1.6,-0.2,1.6,5.3,-0.5,18.3
CC(=O)NCCc1nc2ccccc2n1CCOc1ccccc1C,7.1,-13.5,1.8,5.2,15.5,-0.2,-0.4,5.9
CNC(=O)C1=C(C)Nc2nc3ccccc3n2C1c1cccc(OC)c1 (configuration not stated),12.2,22.9,1.8,2.3,-11.3,-4.3,9.7,21.5
Cc1cc(C)n2nc(-c3ccco3)nc2n1,9.5,-3.8,3.1,3.1,-0.1,0.2,22.1,-0.3
CC(C)c1c(C(=O)N/N=C/c2cccs2)nnn1-c1nonc1N,11.6,15.3,-1.8,5.1,0.5,2.1,30.7,-6.4
Cc1nn(C)c(C)c1N=Cc1c(O)ccc2ccccc12,45.4,15.7,-1.8,-1.4,-6.0,-2.6,-7.0,-5.0
CCCCn1c(N)c(N(CC)C(=O)c2ccccc2F)c(=O)[nH]c1=O,1.4,2.5,-3.6,-0.7,-5.2,0.1,9.5,-17.6
COCCNC(=O)COc1ccc(C)cc1C(=O)c1cc(C#N)c(=O)n(C2CC2)c1,-2.3,13.9,3.8,0.5,0.8,-1.9,-0.9,-6.9
Cc1cccc(NC(=S)NCC(c2cccnc2)N2CCOCC2)c1C (configuration not stated),6.3,3.0,1.4,1.2,11.2,-3.1,9.0,16.4
O=C(NCCCN1CCOCC1)NC12CC3CC(CC(C3)C1)C2,-2.3,12.5,-2.2,-2.0,-11.0,-0.6,5.5,4.1
Nc1nc(NCc2ccccc2)nc(Nc2cccc(F)c2)c1[N+](=O)[O-],12.8,33.8,1.4,4.7,1.7,-0.6,-5.2,7.4
COC(=O)C(CCSC)NC(=O)c1cc2c(n(-c3ccccc3)c1=O)CC(C)(C)CC2=O (configuration not stated),11.8,16.5,-2.6,0.9,18.9,3.1,12.1,2.7
CC(C)(C)OC(=O)N1CCC[C@@H]1CO,-4.4,11.7,-7.0,0.5,4.4,-2.6,15.4,-9.2
Cc1cc(C)nc(NC(=O)CSc2nc3ccccc3s2)n1,28.1,-67.0,-4.0,1.8,-33.3,-0.8,-71.7,-20.2
O=C(NNC(=O)C1CCCO1)c1ccc(Cl)cc1 (configuration not stated),2.2,-7.6,0.9,1.8,-2.4,-1.9,-1.5,-8.3
COc1ccc(NC(=O)Nc2cccc3c2O[C@H](CN(C)S(C)(=O)=O)[C@@H](C)CN([C@H](C)CO)C3=O)cc1,5.7,9.2,-1.5,0.4,-5.0,0.1,10.3,-1.8
COc1ccc(Cc2nnc(NC(=O)C3CC(=O)N(c4ccccc4C)C3)s2)cc1OC (configuration not stated),10.5,-10.9,-0.5,-0.3,15.0,-3.8,-2.1,9.0
COc1ccccc1CNC(=O)C(=O)NCCC1CCCCN1S(=O)(=O)c1ccc(C)cc1 (configuration not stated),5.5,5.6,-2.7,0.4,-0.1,7.1,-20.2,-60.8
N#CCc1ccccc1C(=O)OCC(=O)N(Cc1ccccc1)Cc1ccccc1,19.7,22.7,-1.3,1.5,0.4,1.6,20.5,0.6
C=CCn1c(O)c(N=NC(=O)CNC(=O)Cc2ccccc2)c2ccccc21,-6.9,-5.3,-1.6,-0.7,-3.9,4.3,-13.0,14.3
COc1ccc(/C=C/C(=O)N(CCC(N)=O)c2ccccc2)cc1S(=O)(=O)N1CCOCC1,-17.5,24.3,2.2,2.6,-11.0,-4.4,23.4,7.1
CC(C)(C)NC(=O)Cn1c(SCC(=O)Nc2nccs2)nc2ccccc21,10.4,10.2,-1.5,-0.1,-0.2,-1.0,14.9,6.2
COc1cccc(NC(=O)c2cc(CN3C(=O)c4ccccc4C3=O)ccc2OC)c1,5.2,17.3,2.5,2.2,-2.8,-3.9,19.2,11.6
CCn1c(NC(=O)C(C)C)c(-c2ccccc2)c(=O)c2ccccc21,1.2,-9.8,-2.8,-0.3,4.7,-0.4,13.7,3.0
CC(=O)c1cccc(NC(=O)CCOc2ccccc2)c1,-2.7,1.0,-0.9,6.2,-9.5,-5.8,-4.2,8.1
CN(C)NC(=S)NC(=O)C12CC3CC(CC(C3)C1)C2,3.3,26.6,-0.3,0.4,-7.9,-1.2,-6.7,14.6
COc1ccc(OC)c(C(C)NC(=O)Nc2ccccc2)c1 (configuration not stated),21.2,2.0,0.0,-0.1,9.7,-1.1,11.9,-8.2
COc1ccc(-c2csc3ncnc(N4CCN(CCO)CC4)c23)cc1,-3.3,10.6,-7.6,-0.7,0.0,0.1,-18.2,1.8

# The final 6 records of the part above are carried over, then new ones follow.
SMILES,tim23-1 inh,Mdm2-MdmX inh,XBP1 UPR activ,UPR CHOP act,Jurkat NFkB inh,APJ ag,697 NFkB inh,APJ antag
COc1cccc(NC(=O)c2cc(CN3C(=O)c4ccccc4C3=O)ccc2OC)c1,5.2,17.3,2.5,2.2,-2.8,-3.9,19.2,11.6
CCn1c(NC(=O)C(C)C)c(-c2ccccc2)c(=O)c2ccccc21,1.2,-9.8,-2.8,-0.3,4.7,-0.4,13.7,3.0
CC(=O)c1cccc(NC(=O)CCOc2ccccc2)c1,-2.7,1.0,-0.9,6.2,-9.5,-5.8,-4.2,8.1
CN(C)NC(=S)NC(=O)C12CC3CC(CC(C3)C1)C2,3.3,26.6,-0.3,0.4,-7.9,-1.2,-6.7,14.6
COc1ccc(OC)c(C(C)NC(=O)Nc2ccccc2)c1 (configuration not stated),21.2,2.0,0.0,-0.1,9.7,-1.1,11.9,-8.2
COc1ccc(-c2csc3ncnc(N4CCN(CCO)CC4)c23)cc1,-3.3,10.6,-7.6,-0.7,0.0,0.1,-18.2,1.8
Cc1nc2ccccc2c(=O)n1/N=C/c1ccc(C(C)C)cc1,23.3,-35.9,3.3,2.9,-1.8,2.8,-26.3,-21.7
CCOC(=O)N1CCC(NC(=O)C2=CCN(S(=O)(=O)c3ccc(F)cc3)CC2)CC1,14.3,-3.1,-1.5,-1.1,-0.4,-2.1,0.1,14.4
Nc1nc(Cl)cc(Oc2ccc([N+](=O)[O-])cc2)n1,9.1,-7.9,-6.0,1.1,-14.2,-1.7,7.7,9.9
CCN(Cc1cccs1)C(=O)CN1CCN(S(=O)(=O)c2ccc3c(c2)OCCCO3)CC1,28.9,16.9,-0.4,1.2,-0.9,-7.4,9.7,6.9
COc1cc2nc(CN3CCC(Cc4ccccc4)CC3)[nH]c(=O)c2cc1OC,31.8,-25.3,0.1,1.7,10.1,-5.2,0.0,-7.4
CCCNC(=O)c1ccc2c(=O)c(O)c(C)[nH]c2c1,0.2,-0.1,-0.7,-0.7,8.3,7.0,11.8,-7.8
CC1CC(C)(C)NC(=S)N1CCCC(=O)Nc1ccc(F)c(F)c1 (configuration not stated),-9.5,-3.2,2.9,-2.0,-3.7,0.1,14.1,0.5
C=CCN(CC=C)C(=O)CN1C(=O)c2ccccc2C1=O,5.2,11.2,-1.1,0.4,-15.1,0.5,23.1,10.9
COc1ccc(-n2cnnc2SC(C)c2nc3sc(C)c(C)c3c(=O)[nH]2)cc1 (configuration not stated),-0.2,-13.4,-1.7,0.7,-0.2,-1.6,-13.2,10.7
O=C(COC(=O)CCC(=O)c1cccs1)Nc1ccc(Cl)cn1,8.6,10.4,-1.6,-3.7,13.0,-2.3,15.7,4.4
CCN(CC)S(=O)(=O)c1cc(NC(=O)CNc2cccc(S(=O)(=O)N3CCCC3)c2)ccc1C,-1.8,12.7,-2.5,4.2,57.2*,5.2,28.1,10.6
COc1cccc(N2C(=O)Nc3ccc(Br)cc3C2(O)C(=O)NCCCN(C)C)c1 (configuration not stated),-7.3,14.4,-0.2,1.1,-9.3,-2.8,8.9,0.8
O=C(Nc1ccccc1SCC1CSc2nc3ccccc3c(=O)n21)c1ccccc1Cl (configuration not stated),13.1,-14.1,-3.2,0.6,8.6,3.2,-13.9,18.1
CCc1c(C)sc(NC(=O)c2ccco2)c1C#N,36.9,16.5,1.8,3.1,-0.9,-4.3,-34.0,7.5
O=c1c2ccccc2n(CC(O)CN2CCCCC2)c2ccccc12 (configuration not stated),-9.3,10.6,-1.5,0.8,3.2,-4.4,3.6,7.5
O=C(O)c1ccccc1NSc1ccccc1[N+](=O)[O-],11.2,8.7,0.5,-0.1,4.9,-5.0,-2.9,10.3
CSc1nc2ccc(NC(=O)C3=NNC(=O)CC3)cc2s1,-4.4,-6.6,1.5,0.6,-22.3,-3.2,6.9,-2.2
COc1cc(CNCc2cccnc2)ccc1OCC(=O)NC1CCCCC1,3.5,30.6,-3.1,4.9,0.5,-1.1,2.7,-4.3
COc1ccc(OC(=O)COc2cccc(C)c2)cc1,-2.0,18.7,-4.4,-1.4,-0.7,-3.0,11.1,-0.7
S=C1NC2(CCCC2)Nc2ccccc21,-16.1,6.1,1.4,0.2,5.4,0.5,-15.0,21.9
COc1cc(NC(=O)CSCc2ccc(Cl)cc2)c(C(=O)O)cc1OC,-12.9,-17.2,-4.1,-0.2,-4.8,1.5,5.4,8.4
CCOc1cc(/C=N/O)ccc1OCc1ccc(C)cc1,29.0,-22.5,1.4,4.6,-31.2,-4.1,-30.6,4.6
COC(=O)[C@@]12CCCCN1[C@H](c1ccc(-c3ccc(F)cc3)cc1)[C@@H]1C(=O)N(C)C(=O)[C@@H]12,-6.1,38.7,0.4,-0.5,10.3,15.5,-9.3,-4.5
CCOc1ccc(-c2csc(/C(C#N)=C\c3ccc(O)c([N+](=O)[O-])c3)n2)cc1,17.1,96.4*,2.9,6.1,18.2,-4.9,-24.4,49.6*
